TCR activator = T cell receptor activation. AID 504894. Potency, µM (series often up to 9.22 µM), without a hit: top-dose activation of IL-2 secretion, hits mostly activators. primary human leukocytes, anti-CD3, IL-2 HTRF, 48 h. 330,000 tested, under 10 active; note: % of control where 0% means no effect
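IL-2 produced over 48 hr by a-CD3 bead-stimulated primary human leukocytes exposed to compounds was detected with a homogeneous time-resolved FRET immunoassay, 665nm acceptor signal after 320nm excitation.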
BCR signal inh = blocks chronic active B-cell receptor signaling | ABC-DLBCL IkBa-CBG/CBR reporter, luminescence ratio, 4 h | Potency, µM (doses to about 46.1 µM), for inactives: at the top dose ratio change, negative = lower green/red ratio, hits mostly inhibitors | 340,000 compounds, 0.05% hits | AID 493014; active = well fitted inhibition curve with a large enough effect in the signal ratio, with a control signal flat, not every such curve was filed as active; inconclusive = small, poorly fitted or top-dose-only effect, or effect the other way, or a change in a side signal; the % refers to the signal ratio;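 note: potency is the fitted concentration of half-maximal effect; plate controls were basal doxycycline-induced cells for no effect and cells given 10 µM MG132 for full effect; MG132 reads +100%, hits lower the ratio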
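TMD8 ABC-DLBCL cells carrying doxycycline-inducible green luciferase fused to IkappaBalpha plus unfused red luciferase were exposed to compounds (up to 46 uM) for 4 hrs at 37C. Activity came from the overlap-corrected green/red luminescence ratio.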
CXXC DNA block = blocks binding of human MLL CXXC domain to DNA; Potency, µM (highest dose often 115 µM), inactives show at the highest dose activity change, negative = inhibition, usual class: inhibitors; AID 2662; MLL-CXXC / FITC-HOXA9 DNA fluorescence polarization; 290,000 compounds, 0.037% hits; active = well fitted inhibition curve with a large enough effect in the polarisation, with a control signal flat, not every such curve was filed as active; inconclusive = small, poorly fitted or top-dose-only effect, or effect the other way, or a change in a side signal; inactive = no such curve, though single readings can be large or run the other way; the % refers to the polarisation; note: potency is the fitted concentration of half-maximal effect
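Purified MLL-CXXC (added from a 7 uM solution) was preincubated 5 min at ambient with pinned compounds in 50 mM Tris-HCl pH 7.5, 50 mM NaCl, 1 mM DTT, 0.05% BSA. Fluorescein-labeled HOX-A9 DNA (50 nM solution) followed, 30 min, then polarization read.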
Tb PFK inh = blocks T. brucei phosphofructokinase. T. brucei PFK, ADP-Glo luminescence. 330,000 compounds, 0.17% hits. Potency, µM (highest dose often 57.5 µM), inactives show at the highest dose activity, negative = inhibition, usual class: inhibitors;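 note: potency is the fitted concentration of half-maximal effect; 0% = uninhibited 1x PFK enzyme wells and -100% = no-enzyme wells; nearly all actives have a fitted effect of over 60% in size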
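ADP-Glo luminescence quantified ADP after 45 min at room temperature, with 1.25 nM T. brucei PFK, 0.1 mM ATP and 0.5 mM fructose-6-phosphate in pH 8.0 TEA buffer. qHTS titrations up to 57 µM; curves classified by quality.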
TSHR antagonist = antagonists of human thyroid stimulating hormone receptor. P16473. TSHR-expressing cells, TSH-stimulated cAMP HTRF, 2 h; hits give low values. activity change, negative = inhibition, % at 11.5 µM. 330,000 compounds, 0.2% hits. AID 504810;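 active = activity change below a set negative limit, meaning inhibition stronger than a set level, cut at about -70% in these data; inconclusive = activity change between two set negative limits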; note: % is set by controls: 0 for no effect and ±100 for the full control effect
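TSHR-expressing cells were treated with compounds, then stimulated with TSH at EC80 (4nM final) for 2 hours at 37 deg C. Cellular cAMP was measured by HTRF competition between lysate cAMP and cAMP-d2 for a cryptate-labelled anti-cAMP antibody.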
A-T KAP1 phos = candidate therapy for ataxia-telangiectasia; Potency, µM (top dose mostly 57.5 µM), for inactives: at the top dose activation, usual class: activators; AID 485349; […] A-T fibroblasts, KAP-1 phosphorylation AlphaLISA; neocarzinostatin DNA damage 30 min before lysis; 320,000 compounds, 0.19% hits; note: potency is the fitted concentration of half-maximal effect; % of control where 0% means no effect; nearly all actives have a fitted effect of over 45% in size
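hTERT-immortalized A-T patient fibroblasts ([…]), 500 cells/well in OPTI-MEM, 1% FBS, got compounds for 60 min, then NCS for 30 min at 37C. Lysates were then assayed for phospho-KAP-1 by AlphaLISA (anti-pKAP1 donor, anti-KAP1 acceptor beads), 6 hr at 25C.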
hERG WT inh = inhibitors of human wildtype KCNH2 potassium channel; 340,000 compounds, 0.37% hits; activity change, % at 1.84 µM; Q12809; U2OS, BacMam KCNH2, thallium flux FluxOr; hits give low values;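 active = maximum activity change below -70%; inconclusive = maximum activity change between -70% and -50%; inactive = maximum activity change above -50%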; note: % is set by controls: 0 for no effect and ±100 for the full control effect
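U2OS cells transduced with wild-type KCNH2 virus are loaded with FluxOr dye for 45 min, and thallium flux is measured in kinetic reads before and after stimulation buffer. Rate constants are normalized to DMSO controls.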
Giardia kill = Giardia lamblia killing; Giardia lamblia trophozoite viability; 340,000 compounds, 0.15% hits; activity change, % at 7.66 µM, hits read low; in the data active = activity change below about -80%; inconclusive = between about -30% and that limit;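 note: parasites exposed to compound for two days anaerobically before the ATP read; % is set by controls: 0 for no effect and ±100 for the full control effect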
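Each well holds 100 Giardia trophozoites and compound. After two days (48 hrs) at 37 deg C in anaerobic conditions, ATP is quantified by luminescence.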
GALK inhibitor = blocks human galactokinase activity. P51570. Purified GALK, Kinase-Glo residual ATP luminescence. Potency, µM (doses to about 57.5 µM), inactives show top-dose activity change, negative = inhibition, most hits filed as inhibitors. 270,000 compounds, 0.007% hits; note: potency is the fitted concentration of half-maximal effect; % is set by controls: 0 for no effect and ±100 for the full control effect
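5 nM enzyme, 35 uM ATP, 100 uM galactose, 20 mM HEPES pH8.0, 5 mM MgCl2; 1 h RT; residual ATP by Kinase-Glo Plus luminescence, qHTS format.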
Coupling enz = inhibits coupling enzyme system, counter-screen for aldolase hits; coupling enzyme system counterscreen, AmpLite Red fluorescence; activity change, negative = inhibition, % at 58.2 µM, hits read low; 290,000 compounds, 0.67% hits; AID 2472; in the data active = activity change below about -30%; note: % is set by controls: 0 for no effect and ±100 for the full control effect
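Coupling enzymes only (glyceraldehyde-3-phosphate) + compound, at 57.5 uM final, 10 min RT; add substrate/coupling/AmpLite Red mix, 20 min RT; fluorescence ex 525/em 598 nm. Actives flag coupling-system interference.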
Numbers without * were called inactive; i = inactive; ? = inconclusive; / = no result given; [ ] = remark or other dose. Unless noted, calls come from the whole dose curve; as a rule, active = well fitted curve in the direction sought with a large enough effect; inconclusive = small, poorly fitted or top-dose-only effect, or another doubt; inactive = no such curve, though single readings can be large; an effect the other way counts as inactive or inconclusive.

SMILES	TCR activator	BCR signal inh	CXXC DNA block	Tb PFK inh	TSHR antagonist	A-T KAP1 phos	hERG WT inh	Giardia kill	GALK inhibitor	Coupling enz
O=C(Cn1ncc(Cl)c(Cl)c1=O)N1CCc2ccccc21	12.4%	?	58.2%[activator]	0.2%	-22.0	-6.9%	-6.0	3.0	-0.7%	0.0
CN1/C(=C\C(=O)c2cccc([N+](=O)[O-])c2)Sc2ccccc21	5.7%	?	0.5%	-4.7%	25.5	1.8%	19.1	10.1	6.0%	-2.9
COc1ccccc1CN1CC(C(=O)NCc2nc3ccccc3n2C)CCC1=O (stereo not given)	-1.5%	1.0%	0.3%	0.9%	3.0	4.7%	-4.8	0.9	-5.2%	/
COc1cccc(/C=C(\CC(=O)O)c2nc3ccccc3s2)c1	2.9%	?	12.4%	5.2%	-4.7	-1.2%	4.1	5.9	-1.0%	8.2
COc1ccc(N2CCN(C3CCCN(Cc4cccc(OC)c4)C3)CC2)cc1 (stereo not given)	-4.6%	0.3%	16.8%	1.3%	-17.4	5.4%	25.5	-0.1	0.0%	-1.1
CC(C)c1ccc(NC(=O)C(c2ccc3c(c2)OCO3)N2CCCCC2)cc1 (stereo not given)	-3.3%	17.4%	17.0%	2.8%	-5.0	4.8%	18.5	-15.6	0.9%	-4.0
CCOc1ccc(-n2c(SCC(N)=O)nc3c([nH]c4ccccc43)c2=O)cc1	5.1%	?	12.0%	-4.3%	-1.7	6.9%	-5.6	-3.3	2.1%	-0.5
Cc1cc(C)cc(NC(=O)Nc2ccc(-n3ccc(C(F)(F)F)n3)cc2)c1	2.7%	8.5%	-8.3%	-7.1%	11.3	3.5%	9.7	-12.8	-1.8%	-3.5
Cn1c(=O)c2c(nc(SCC(=O)N3c4ccccc4CCc4ccccc43)n2C)n(C)c1=O	/	10.9%	1.8%	1.5%	-9.8	1.7%	4.6	13.6	5.9%	-1.2
O=c1c2ccccc2nc(-c2ccccc2Cl)n1O	-1.4%	3.7%	-2.8%	-4.0%	18.2	-4.4%	7.1	-5.3	0.3%	1.3
CCOC(=O)CSc1nn(C)c(=S)s1	1.1%	2.7%	-3.2%	0.7%	13.9	-9.1%	18.7	-7.1	-0.2%	0.8
O=S(=O)(CCc1nc2ccccc2[nH]1)c1ccc(Br)cc1	0.9%[46.1 µM]	-0.8%	-5.7%	-2.2%	4.3	1.4%	3.5	-5.0	/	1.1
COc1ccc(-n2c(CNc3ccc(C)cc3)nnc2SCc2ccccc2)cc1	0.3%[46.1 µM]	7.1%	-14.8%	?	7.2	/	2.5	21.1	-0.3%	3.3
Nc1cc(=O)[nH]c(SCc2ccc(Cl)cc2)n1	/	-16.1%	-2.2%	?	-4.1	2.2%	-2.6	-20.4	-2.9%	1.9
CC(=O)c1sc(NC(=O)CCCc2nc3ccccc3c(=O)[nH]2)nc1-c1ccccc1	/	8.7%	/	0.7%	9.4	9.5%	6.8	0.4	/	/
COc1cc(OC)cc(C(=O)Nc2cc(-c3cn4cccnc4n3)ccc2C)c1	/	-0.7%	21.1%	-7.8%	0.4	1.5%	-2.2	-10.6	5.4%	-0.4
COc1ccc(N2C(=O)NC3CC2(C)Oc2ccc(Br)cc23)cc1OC (stereo not given)	2.4%	-13.0%	-3.8%	-0.2%	7.0	1.0%	1.1	-11.0	-3.2%	-0.3
O=C(CSc1ccccc1Cl)N1CCOCC1	-4.3%	-1.0%	-6.7%	-0.4%	-4.1	6.8%	6.9	10.9	-2.1%	0.2
Cc1ccc(C(=O)N2CCN(S(=O)(=O)c3ccccc3[N+](=O)[O-])C2)cc1	-1.3%	-0.6%	-3.4%	?	4.2	0.1%	-9.4	-18.0	-2.9%	-2.0
Cc1ccc(OCc2nnc(NC(=O)OCC(C)C)s2)c(C)c1	/	2.8%	11.8%	-1.3%	12.1	-11.4%	/	/	-1.6%	-2.1
O=c1[nH]nc(CNc2ccc(Cl)cc2Cl)c2ccccc12	-1.1%	5.8%	?	-5.1%	12.1	-1.4%	-1.9	-15.2	5.4%	0.8
CS(=O)(=O)N(CC(=O)Nc1ccc2c(c1)OCCO2)Cc1ccccc1	-54.0%	?	-2.8%	-1.3%	1.1	-0.6%	9.7	9.6	0.6%	4.8
Cc1ccc(-c2csc(C3C(N)=NC(S)=C(C#N)C34CCCCC4)n2)cc1 (stereo not given)	16.4%	11.4%	5.1%	3.3%	-6.0	-1.5%	-6.8	3.3	0.7%	0.3
Cc1cc2c(c(C)nn2-c2ccccc2)c(=O)o1	1.2%	-4.7%	-3.5%	-0.3%	-15.5	8.9%	-4.0	-4.3	2.2%	5.5
O=c1c2ccccc2ncn1Cc1ccccc1	-1.2%	-4.0%	0.2%	2.8%	-3.5	12.6%	-2.2	-10.1	-2.9%	-3.3
Cn1c(=O)c2ncn(CC(=O)Nc3cccc(-c4nc5ccccc5s4)c3)c2n(C)c1=O	-1.1%	?	92.0%[activator]	2.6%	-23.5	0.2%	-2.6	4.3	2.1%	0.7
CN(C)CCNc1ccc(-c2n[nH]c(=O)c3ccccc23)cc1[N+](=O)[O-]	-5.9%	-0.3%	13.4%	-9.2%	-2.5	-0.2%	-5.0	14.5	-0.1%	0.8
S=c1[nH]nc(C2CCCCC2)n1/N=C/c1ccco1	-6.6%[46.1 µM]	0.0%	5.4%	15.5%	-10.0	4.4%	-19.7	14.2	4.5%	2.3
CCOC(=O)c1c(NC(=O)CSc2nnc(C)o2)sc(C)c1C	3.5%	-16.1%	-0.3%	0.7%	2.7	14.1%	-0.6	?	4.8%	4.9
CCOP(=O)(c1ccc(N(C)C)cc1)C(O)c1ccccc1 (stereo not given)	4.1%	5.0%	-1.9%	0.7%	8.4	-0.4%	-14.3	3.5	0.4%	4.6
COC(=O)c1c(NC(=O)c2ccc(C)c(S(=O)(=O)Nc3ccccc3C)c2)sc2c1CCCC2	7.4%	15.8%	32.3%[activator]	-6.4%	8.9	4.3%	-29.3	7.5	2.9%	6.2
CCN(CC)C(=O)c1oc2ccc(S(=O)(=O)N3CCCCCC3)cc2c1C	3.0%	?	-0.6%	1.6%	-28.8	2.7%	-25.5	-0.5	-2.3%	-1.5
CCOC(=O)C1(CCOC)CCN(C(=O)Cc2ccc3ccccc3c2)CC1	-1.3%	-4.0%	-0.5%	0.4%	-10.7	3.6%	-1.6	-19.8	-0.7%	0.1
CC(C)Cc1cc(C(=O)NCCc2ccccc2)no1	-10.3%[46.1 µM]	?	0.6%	-0.3%	-39.6	13.8%	-8.1	6.2	0.1%	-3.8
COc1ccc(/C=C/C(=O)O/N=C(\N)c2ccccc2)cc1OC	6.5%[46.1 µM]	?	?	2.9%	-16.5	3.2%	-23.6	?	3.4%	-1.5
CCOC(=O)c1c[nH]c2nc(C)ccc2c1=O	-0.5%	?	?	-12.8%	-7.9	2.3%	-0.5	-5.1	-0.8%	-1.6
COc1ccc2oc(C(F)(F)C(F)(F)F)cc(=O)c2c1	0.6%	0.4%	2.9%	0.2%	3.9	-8.0%	-8.4	13.1	-0.3%	-0.1
COc1cc(/C=C/C(=O)OCC(=O)Nc2nnc(-c3ccccc3)o2)cc(OC)c1OC	-1.6%	4.8%	/	-3.1%	0.3	-8.5%	-9.9	14.3	/	/
Cc1[nH]c2ccccc2c1SCC(=O)NC1CCCCC1	-0.3%	-10.0%	9.1%	-3.2%	-2.4	0.4%	-1.5	-11.2	-1.4%	2.4
COCC(C)NC(=O)NC(=O)c1ccc(Cl)cc1 (stereo not given)	-1.0%	?	1.5%	0.0%	2.0	-4.3%	-0.4	3.9	1.1%	1.0
CC(C)CCNC(=O)c1sc2ccc(S(=O)(=O)N3CCCCC3)cc2c1N	-3.5%[46.1 µM]	-10.2%	6.8%	-15.2%	-7.8	-2.7%	i	11.1	-0.5%	-2.5
COCC1CCCCN1Cc1cn[nH]c1-c1ccc2cc(OC)ccc2c1 (stereo not given)	2.4%	1.1%	-7.0%	0.0%	20.0	5.0%	/	5.4	0.8%	-1.0
Cc1cccc(NC(=S)NC2CC3CCC(C2)N3Cc2ccco2)c1C (stereo not given)	-0.8%	-8.1%	0.8%	0.0%	1.5	-1.0%	-12.6	11.1	/	1.6
Cc1ccc(NC(=O)Cn2c(=S)[nH]c3ccccc32)cc1	3.4%	-20.3%	0.4%	-3.5%	-1.8	-5.5%	-3.7	-19.4	0.1%	0.7
Cc1ccc(-n2c(SCC(=O)c3c(N)n(C4CC4)c(=O)[nH]c3=O)nnc2N2CCOCC2)cc1	-7.0%	2.8%	/	2.1%	4.1	2.3%	-2.3	2.2	/	/
